Bioassay records deposited in PubChem BioAssay by Broad Institute.
C2C12 statin: suppression of simvastatin myotoxicity | rescue of ATP level, % at 7.49 µM | C2C12 myotubes + simvastatin, ATP luminescence, 48 h; scaled: DMSO 0, geranylgeraniol control 100 | actives 0.78% (n = 330,000);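 active = mean ATP rescue above about 67%, or every replicate alone reaching that limit, limit read from the data, passing the limit was not always enough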;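 note: myotubes were challenged with 10 µM simvastatin during compound exposure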
ERAP1 HTS inh: blocks human ERAP1 aminopeptidase activity | actives 0.15% (n = 340,000) | recombinant ERAP1, Leu-AMC fluorescence, 60 min | Q9NZ08 | inhibition, % at 10.7 µM | AID 652197;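 active = mean replicate inhibition of at least 30%, or all replicates individually reaching that 30% level; inactive = mean below 30% and not every replicate reaching it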;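 note: 0% = neutral control wells and 100% = L-leucinethiol positive control wells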
Xi reactivation: reactivates the inactive X chromosome in mouse fibroblasts; XiGFP mouse fibroblasts, % GFP-positive cells imaging, 3 d; cells co-treated with 5-aza-dC sensitizer; scaled so ellipticine positive control = 100%; activation, % at 7.58 µM; actives 0.055% (n = 360,000); AID 743238;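 active = mean normalized replicate activation at least 10% and every replicate at or above 10%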;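 note: 0% = median of on-plate neutral control wells and 100% = ellipticine 6 µM median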
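System: SV40-immortalized XiGFP fibroblast cells, line 68-5-11 / Incubation: 3-day compound exposure, then 15 min fixation at room temperature / Compound: single concentration per compound, delivered by pin transfer / Buffer or medium: DMEM plus 5-aza-dC sensitizer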
SIRT5 inh: sirtuin-5 (human) deacylase inhibition | actives 1.1% (n = 330,000) | Q9NXA8 | Purified SirT5, succinyl-peptide AMC, trypsin-coupled fluorescence | AID 652115 | inhibition, % at 15 µM; in the data active = inhibition above about 15%
Target sequence (Q9NXA8 whole entry, looked up): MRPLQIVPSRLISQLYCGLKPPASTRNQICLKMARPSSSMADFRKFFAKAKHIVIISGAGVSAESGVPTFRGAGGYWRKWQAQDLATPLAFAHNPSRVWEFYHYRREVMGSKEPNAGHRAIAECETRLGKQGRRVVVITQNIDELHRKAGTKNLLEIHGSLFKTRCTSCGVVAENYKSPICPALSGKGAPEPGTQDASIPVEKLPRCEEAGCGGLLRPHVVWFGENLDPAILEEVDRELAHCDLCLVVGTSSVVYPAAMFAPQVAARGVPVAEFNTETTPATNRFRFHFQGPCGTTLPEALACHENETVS
S100A4 inh HTS: S100A4-myosin IIA interaction inhibition; P26447; actives 0.14% (n = 360,000); AID 652163; inhibition, % at 10.7 µM; S100A4/TAMRA-MyoIIA peptide fluorescence polarization;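 active = mean inhibition of at least 70% across replicates, with every replicate also reaching that level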
Target sequence (P26447 whole entry, looked up): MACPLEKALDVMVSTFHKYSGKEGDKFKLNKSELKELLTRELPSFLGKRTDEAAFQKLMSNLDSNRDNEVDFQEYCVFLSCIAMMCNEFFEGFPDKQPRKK
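assay system = human S100A4 monomer with TAMRA-labelled myosin IIA peptide | also added = labelled myosin peptide probe, 5 nM | incubation = 5 min between mix addition and reading | control set = DMSO and TFP controls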
PGC1a acetyl inh: PGC1a acetylation modulation, inhibitor mode; actives 0.17% (n = 350,000); inhibition, % at 15.6 µM; U2OS PGC1a acetylation, AlphaScreen anti-acetyl-lysine; with virally co-expressed GCN5 acetyltransferase;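 active = every replicate shows inhibition of at least 40%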;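 note: 0% = neutral control wells and 100% = positive control wells; some results beyond the cut were filed as inactive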
Cneo AK release: Cryptococcus neoformans lysis via adenylate kinase release. C. neoformans lysis, adenylate kinase release luminescence, 4 h; normalised: neutral wells 0, clomiphene wells 100. lysis activity, % at 15 µM. actives 0.2% (n = 360,000). AID 651654;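 active = mean lysis activity across replicates of at least 80%, whatever share of replicates individually reach that level; inactive = mean lysis activity below 80%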
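Assay system: Cryptococcus neoformans yeast cells / Dosing: single-point compound dose / Timing: 4 h at 37 °C static, read 1 h later / Measured by: luminescence of released adenylate kinase using an AK detection reagent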
LGR2 inh: Drosophila LGR2 receptor signaling inhibition; HEK293 LGR2, CRE-luciferase, bursicon-stimulated, 4 h; inhibition, % at 9.99 µM; actives 0.35% (n = 380,000); AID 720647;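 active = drop in luminescence signal, shown as inhibition above about 50% in the replicate tests, limit read from the data, passing the limit was not always enough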;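 note: agonist challenge used bursicon conditioned medium at about half maximal strength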
The depositor's hits bear a star; nt = not tested or not shown; & = joins results of further samples. A portion of the library. The share of hits here may be higher or lower than overall.

Values run as follows: LGR2 inh	SIRT5 inh	Cneo AK release	S100A4 inh HTS	Xi reactivation	C2C12 statin	PGC1a acetyl inh	ERAP1 HTS inh
NC(=O)C1(N2CCCCC2)CCN(Cc2nc(-c3cccs3)no2)CC1
→ -12.3	-1.8	nt	2.2	-0.2	0.3	-9.3	-1.3
O=C(c1ccncc1)N1CC[C@@H]2[C@H]1c1cc(Br)ccc1N[C@@H]2CO
→ 2.5	nt	-16.8	nt	0.1	6.5	9.8	nt
C[C@@H]1CCCCO[C@H](CN(C)C(=O)Nc2ccc(F)cc2)[C@H](C)CN([C@@H](C)CO)C(=O)c2cc(NS(=O)(=O)c3cn(C)cn3)ccc2O1
→ 8.3	-1.5	-1.3	-7.6	0.3	nt	-19.1	0.5
NS(=O)(=O)c1ccc(NC(=O)CSc2nnc3n2CCCCC3)cc1
→ -9.3	-7.1	-5.0	-2.0	0.0	-16.9	1.0	-1.3
C[C@@H]1CN([C@H](C)CO)C(=O)c2cc(-c3cccc(C#N)c3)cnc2O[C@@H]1CN(C)Cc1cncnc1
→ 26.1	-0.7	0.0	13.8	-0.1	5.2	8.9	0.0
COc1cc(/C=N/NC(=O)C(=O)/C=C2\NC3(CCCC3)Cc3ccccc32)ccc1O
→ 15.8	-5.6	nt	-2.4	0.2	nt	nt	-3.2
CCCCn1c(N)c(N(CCC(C)C)C(=O)CCCc2nc3ccccc3s2)c(=O)[nH]c1=O
→ 11.7	4.2	-1.3	-0.8	0.6	-0.2	nt	-3.5
CCOc1ccc(NC(=O)C2CCN(C(=O)C3CC(=O)N(c4ccc(C)cc4)C3)CC2)cc1 (stereo not drawn)
→ 1.4	-5.5	-1.3	4.4	0.0	-26.4	1.9	-2.9
CCc1ccc(NC(=O)CN(c2ccc(OC)cc2)S(=O)(=O)c2c(C)nn(C)c2C)cc1
→ 12.3	-0.2	-0.3	0.7	0.2	4.5	-12.0	1.3
C[C@@H]1CN([C@H](C)CO)C(=O)Cc2cc(NS(=O)(=O)c3ccccc3)ccc2O[C@H]1CN(C)Cc1ccncc1
→ 0.9	-4.0	-1.5	11.2	0.1	-10.1	-0.2	0.7
O=C(CCN1CCN(c2ccccc2)CC1)NNC(=O)Cc1ccc(Br)cc1
→ 13.2	-1.7	nt	-1.4	-0.1	nt	nt	-6.3
C[C@@H]1CN([C@H](C)CO)C(=O)c2cc(NS(=O)(=O)c3ccccc3)ccc2O[C@@H]1CN(C)Cc1ccc(Oc2ccccc2)cc1
→ -19.0	17.0*	2.5	1.1	1.5	6.6	23.7	-2.2
CCN1C(=O)c2ccc(-c3nc4ccccc4c(=O)o3)cc2C1=O
→ -9.1	nt	-2.8	11.1	0.0	-12.3	0.6	nt
CC(=O)Nc1ccc(Nc2nc(-c3c(C)nc4ccccn34)cs2)cc1
→ 3.8	-0.9	-1.4	-5.8	0.2	-81.9	5.8	nt
CN1CCN(C(=O)[C@H]2[C@H](CO)[C@H]3Cn4c(ccc(-c5cncnc5)c4=O)[C@H]3N2CC2CCCC2)CC1
→ 16.6	10.5	-4.3	3.9	0.1	4.0	nt	-0.2
Cn1c(=O)n(Cc2ccccc2)c(=O)c2c1nc(NCC1CCCO1)n2Cc1ccccc1 (stereo not drawn)
→ -3.2	nt	1.8	nt	nt	19.4	-24.3	nt
CN(c1ccc(OCC(=O)OCC(=O)Nc2ccc(F)cc2)cc1)S(=O)(=O)c1ccc(Cl)cc1
→ -7.6	-6.3	2.8	-3.1	0.2	nt	4.9	0.6
O=C(CSc1nc(=O)n2cc(Cl)ccc2n1)Nc1ccc2c(c1)OCCO2
→ 6.1	2.2	2.4	-4.5	0.0	2.4	nt	-3.4
Cc1ccccc1OCCC(=O)OCC(=O)NCCc1ccc(S(N)(=O)=O)cc1
→ 7.4	-6.0	-1.9	4.4	0.0	3.5	18.3	-0.9
CCOC(=O)c1cc2c(c(CSc3nc4ccccc4c(=O)n3Cc3ccco3)c1)OCOC2
→ -13.6	2.1	nt	6.4	nt	2.3	3.7	0.3
COc1cccc(C#Cc2cnc3c(c2)C(=O)N([C@H](C)CO)C[C@@H](C)[C@H](CN(C)C(C)=O)O3)c1
→ -19.1	0.8	-0.7	-3.6	-0.7	4.3	9.1	2.2
C[C@@H]1CN([C@@H](C)CO)S(=O)(=O)c2ccc(C#Cc3ccccc3F)cc2O[C@H]1CN(C)C(=O)c1ccc2c(c1)OCO2
→ 15.5	-2.3	-1.0	3.9	-0.7	-15.5	24.4	1.4
COc1ccc(NC(=O)Nc2c(SC)nsc2SC)cc1
→ 8.4	-2.5	nt	1.5	0.0	nt	-4.7	3.5
COc1ccc(N(CC(=O)NC2CCCCCC2)S(=O)(=O)c2ccc(C)cc2)cc1OC
→ 0.2	-2.1	3.8	-1.8	0.0	9.0	nt	2.6
C=Cn1c(C(=O)O)ccc1-c1ccc(CC)cc1
→ -16.8	-2.2	nt	-9.4	0.0	-0.2	nt	1.9
O=c1c2c([nH]c3ccccc13)CCCC2
→ -13.2	nt	-1.0	nt	nt	98.5*	2.6	nt
CC(=O)c1ccc(NC(=O)C2C3CCC(C3)C2C(=O)O)cc1 (stereo not drawn)
→ -18.3	-1.9	-0.8	0.3	0.0	9.0	18.7	0.7
Cc1c(N2C(=O)CSC2c2ccccc2)c(=O)n(-c2ccccc2)n1C (stereo not drawn)
→ -0.9	9.2&-3.7	-2.2	-7.6&8.0	-0.1	nt	21.6	-0.8&3.6
O=C(CSc1nc2ccc(Cl)cc2[nH]1)c1c[nH]c2ccccc12
→ -4.8	-0.8	-1.7	4.2	0.0	-24.1	16.1	-1.7
CCCCCCc1cc2cc(S(=O)(=O)c3ccc(F)c(Cl)c3)c(=O)oc2cc1O
→ 14.9	nt	1.3	nt	0.7	-252.9	5.3	nt
CCn1nnc(-c2ccc(N)cc2)n1
→ 2.7	1.3	1.5	-1.7	0.3	-11.1	nt	0.7
C=CCO/N=C(/C)c1ccc(Oc2cnccn2)cc1
→ -17.9	1.3	nt	-3.4	0.0	nt	nt	-2.3
COc1ccc(C(=O)C2CCCN(C(=O)c3cccc(N(C)C)c3)C2)cc1OC (stereo not drawn)
→ -12.7	2.4	1.9	0.0	0.0	5.9	nt	-1.2
COc1cccc(CNc2nc3cc(-c4ccc(OC)cc4C)sc3c(=O)n2C)c1
→ 6.3	-2.0	-0.9	4.3	0.2	-3.0	nt	1.1
C[C@@H]1CN([C@@H](C)CO)C(=O)c2cc(NC(=O)NC3CCCCC3)ccc2O[C@@H](C)CCCCO[C@H]1CN(C)C(=O)Nc1ccccc1
→ -0.3	-1.9	8.2	-7.0	0.1	nt	-0.2	2.2
CCCC#Cc1ccc([C@@H]2[C@@H](CO)N3C(=O)CN(C(=O)c4ccccc4)C[C@H]23)cc1
→ 6.9	-0.1	nt	13.6	0.3	nt	0.9	-1.4
CN(C)C(=O)c1ccc(-c2ccc3c(c2)[C@@H]2[C@@H](CCN2C(=O)C2CCC2)[C@H](CO)N3C)cc1
→ -15.1	4.3	-0.4	4.8	0.1	-4.3	9.1	1.2
CS(=O)(=O)c1ccc(Cl)c(NC(=O)CCc2ccccc2)c1
→ -0.9	1.3	nt	1.1	0.0	nt	-13.1	-2.2
C[C@H](CO)N1C[C@H](C)[C@H](CN(C)C(=O)NC2CCCCC2)Oc2ncc(-c3cccc(C(F)(F)F)c3)cc2C1=O
→ 10.3	-0.9	3.9	-42.5	-1.1	-14.1	-4.0	-0.7
CCOC(=O)CCCCC(=O)c1[nH]c(=O)[nH]c1CSc1nc(-c2ccccc2)c(C#N)c(=O)[nH]1
→ -2.2	2.3	1.9	3.9	nt	-0.7	2.9	-7.4

Not a retest: an excerpt of the list.
Values run as follows: LGR2 inh	SIRT5 inh	Cneo AK release	S100A4 inh HTS	Xi reactivation	C2C12 statin	PGC1a acetyl inh	ERAP1 HTS inh
CCCC#Cc1ccc([C@@H]2[C@@H](CO)N3C(=O)CN(C(=O)c4ccccc4)C[C@H]23)cc1
→ 6.9	-0.1	nt	13.6	0.3	nt	0.9	-1.4
CN(C)C(=O)c1ccc(-c2ccc3c(c2)[C@@H]2[C@@H](CCN2C(=O)C2CCC2)[C@H](CO)N3C)cc1
→ -15.1	4.3	-0.4	4.8	0.1	-4.3	9.1	1.2
CS(=O)(=O)c1ccc(Cl)c(NC(=O)CCc2ccccc2)c1
→ -0.9	1.3	nt	1.1	0.0	nt	-13.1	-2.2
C[C@H](CO)N1C[C@H](C)[C@H](CN(C)C(=O)NC2CCCCC2)Oc2ncc(-c3cccc(C(F)(F)F)c3)cc2C1=O
→ 10.3	-0.9	3.9	-42.5	-1.1	-14.1	-4.0	-0.7

Carrying on.
Values run as follows: LGR2 inh	SIRT5 inh	Cneo AK release	S100A4 inh HTS	Xi reactivation	C2C12 statin	PGC1a acetyl inh	ERAP1 HTS inh
Nc1cc(=O)[nH]c(SCC(=O)N2CCN(S(=O)(=O)c3ccc4ccccc4c3)CC2)n1
→ -18.2	2.1	nt	-9.9	0.0	nt	-1.6	1.8
COc1ccc(S(=O)(=O)N[C@@H]2CC[C@H](CCNC(=O)CN3CCOCC3)O[C@@H]2CO)cc1
→ 12.7	2.1	-1.0	-2.4	0.1	-3.2	5.5	-0.4
O=C(c1cccc(S(=O)(=O)N2CCCC2)c1)N1CCCC(C(F)(F)F)C1 (stereo not drawn)
→ -1.8	-3.4	-1.1	-3.6	0.0	-2.6	0.6	-0.3
CC(C)NC(=O)Nc1ccc2c(c1)C(=O)N([C@@H](C)CO)C[C@@H](C)[C@@H](CN(C)CC1CC1)OCCCC[C@@H](C)O2
→ -0.6	nt	nt	nt	-1.1	-25.6	-1.6	nt
Cc1ccc(SCCN2C(=O)NC(C)(C)C2=O)cc1
→ -3.9	-5.9	-1.4	-0.5	nt	-19.7	nt	3.5
C[C@@H]1CN([C@@H](C)CO)C(=O)c2cccc(NC(=O)CCCCCC(=O)Nc3ccccc3N)c2O[C@H]1CN(C)S(=O)(=O)c1ccc(F)cc1
→ -1.8	-2.4	nt	-8.8	-0.5	nt	-0.9	0.6
O=C(NCCCn1ccnc1)c1c(F)cccc1F
→ -6.6	0.2	-2.1	0.4	-0.1	nt	nt	3.1
CCC(=O)Nc1ccc2c(c1)C(=O)N(C)[C@@H]1CC[C@@H](CC(=O)N3CCCCC3)O[C@@H]1CO2
→ -3.2	-4.9	-1.8	-3.3	0.2	12.3	-2.1	-0.1
CCc1ccc(Cn2nnc(C(=O)Nc3ccc(OC)cc3OC)c2N)cc1
→ -5.0	-2.2	2.1	-0.6	0.0	-3.0	-12.6	4.3
